# TMEM16A inh: inhibitors of mouse TMEM16A calcium-activated chloride channel; HEK293 TMEM16A/YFP iodide influx fluorescence, ionomycin; normalized B-score (activity score, 25-100; higher = stronger inhibition) at 10 µM; 1.2% of 310,000 active;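 active = ratio plate-corrected score three or more library SD toward inhibition, starting fluorescence score within five deviations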;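 note: score derived from kinetic fluorescence span divided by baseline fluorescence per well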
# RGS4 pot: RGS4 potentiation or activation; HEK293 M3R/inducible RGS4, carbachol calcium flux Fluo4; stronger effect = lower value; B-score at 10 µM; 0.92% of 310,000 active; AID 463111;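 active = B-score of the integrated calcium signal more than 4 SD below the library mean, with starting fluorescence not abnormally high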;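 note: negative B-score means reduced calcium response which marks RGS4 activation or potentiation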
#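 Assay system: HEK293 FlpIn-TREx cells, stable M3R, doxycycline-inducible RGS4 / Probe or stimulus: carbachol, ECmax concentration / Times: overnight RGS4 induction, 30 min dye load 37 °C, 20 min compound RT / Signal: kinetic calcium fluorescence imaging with Fluo4-AM dye, 2 µM / Measure: Agonist-evoked peak-minus-minimum fluorescence over baseline, integrated ratio, B score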
# SKKanGAS inh: blocks kanamycin growth of S. pyogenes SKKanGAS strain; 1.3% of 300,000 active; inhibition, % at 7.5 µM; BacTiter-Glo, 6 h; AID 1662;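 active = mean replicate score, as percent of positive control median, at least 50; inconclusive = mean below 50 but one replicate at or above 50; inactive = mean and every replicate below 50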;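 note: strain carries kanamycin resistance gene driven by streptokinase promoter and grows in 40 µg/ml kanamycin; loss of luminescence reflects streptokinase promoter inhibition or plain growth inhibition; 0% = median of DMSO wells and 100% = positive control at its reference dose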
# MrgX1 agonist: activates human MrgX1 receptor signaling | Q96LB2 | MrgX1-HEK293 cells, Fluo-4 calcium fluorescence, agonist mode; stronger effect = higher value | B-score at 10 µM | 0.44% of 310,000 active | AID 588627;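 active = calcium response B-score plate-corrected fluorescence ratio at least 3 library SD, with starting fluorescence B-score inside 5 SD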
#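 Test system: HEK293 cells stably expressing human MrgX1 receptor; amount: 15,000 cells per well; doses: compound delivered in addition one of three; times: overnight plating before 1 h dye loading; detection: Fluo-4 NW calcium-flux fluorescence, kinetic read; read-out basis: B-scored fluorescence response ratio; controls: positive and negative controls per plate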
# MrgX1 allo act: human MrgX1 positive allosteric modulation, primary screen. Q96LB2. MrgX1-HEK293, Fluo-4 calcium flux, FDSS; stronger effect = higher value. B-score at 10 µM. 0.63% of 310,000 active. AID 588675;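 active = plate-corrected calcium response at least 3 library SD above typical, normal starting fluorescence, not activating the receptor alone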;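 note: compound read alongside a low EC10 to EC30 dose of BAM8-22 agonist; peak minus trough fluorescence over baseline measured at the second addition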
# MrgX1 antag: blocks BAM8-22 activation of human MrgX1 receptor; B-score at 10 µM; 1.3% of 310,000 active; AID 588676; MRGX1-HEK293 calcium flux, Fluo-4, BAM8-22 antagonism; stronger effect = lower value; Q96LB2;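 active = calcium-response B-score plate-corrected more than 3 library SD below zero, starting fluorescence within 5 deviations, no agonist response on first addition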;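 note: peak minus trough fluorescence over baseline after final BAM8-22 challenge near maximal dose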
# TRPC6 inhibitor: blocks the mouse TRPC6 cation channel. Q61143. HEK293-TRPC6, membrane potential dye, ACh-evoked depolarization; stronger effect = lower value. B-score at 10 µM. 1.1% of 310,000 active. AID 2553;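 active = B-score under library mean minus 3 SD, initial fluorescence not abnormally high, positive integrated signal ratio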;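 note: B-score derived from integrated fluorescence ratio over the kinetic read; more negative B-score means stronger inhibition of depolarization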
# Target sequence (Q61143 whole entry, looked up): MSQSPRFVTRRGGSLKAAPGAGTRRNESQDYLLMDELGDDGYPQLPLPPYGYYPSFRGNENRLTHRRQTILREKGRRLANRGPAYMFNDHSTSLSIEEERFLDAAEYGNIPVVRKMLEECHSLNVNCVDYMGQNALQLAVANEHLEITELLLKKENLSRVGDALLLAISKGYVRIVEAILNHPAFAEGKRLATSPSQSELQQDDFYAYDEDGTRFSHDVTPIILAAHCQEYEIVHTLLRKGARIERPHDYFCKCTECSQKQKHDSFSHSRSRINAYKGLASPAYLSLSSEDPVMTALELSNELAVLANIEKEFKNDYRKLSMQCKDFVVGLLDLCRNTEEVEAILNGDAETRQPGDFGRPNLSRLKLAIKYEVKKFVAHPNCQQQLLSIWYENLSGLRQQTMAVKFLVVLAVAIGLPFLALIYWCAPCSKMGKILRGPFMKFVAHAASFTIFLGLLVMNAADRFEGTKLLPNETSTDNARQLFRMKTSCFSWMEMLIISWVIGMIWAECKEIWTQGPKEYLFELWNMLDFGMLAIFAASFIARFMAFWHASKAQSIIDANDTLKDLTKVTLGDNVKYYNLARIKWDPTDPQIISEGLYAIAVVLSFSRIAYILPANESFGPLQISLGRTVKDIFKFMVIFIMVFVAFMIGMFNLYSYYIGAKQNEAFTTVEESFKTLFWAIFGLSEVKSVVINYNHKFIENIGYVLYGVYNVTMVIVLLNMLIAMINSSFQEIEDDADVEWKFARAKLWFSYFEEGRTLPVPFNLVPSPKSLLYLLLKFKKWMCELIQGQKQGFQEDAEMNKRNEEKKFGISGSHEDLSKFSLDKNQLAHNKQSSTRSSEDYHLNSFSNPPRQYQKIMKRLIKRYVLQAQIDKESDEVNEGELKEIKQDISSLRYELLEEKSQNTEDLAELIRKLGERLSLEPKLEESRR
# HDAC3 inhib: blocks human histone deacetylase 3 | O15379 | recombinant HDAC3, fluorogenic peptide/trypsin coupled, fluorescence | inhibition, % at 8.3 µM | 0.15% of 320,000 active; in the data active = inhibition above about 26%, passing the limit was not always enough; inconclusive = no clear call, values can overlap the other calls
# RGS4 block: human RGS4 inhibition; P49798; HEK293 M3R/RGS4 inducible, Fluo-4 calcium flux; stronger effect = higher value; triggered by carbachol at its EC20; B-score at 10 µM; 0.45% of 310,000 active;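 active = B-score, a plate-corrected calcium signal, over three deviations above library mean, with baseline fluorescence within five deviations of library mean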;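 note: RGS4 expression induced by doxycycline in cells with stable M3 receptor; B-score is computed from the integrated fluorescence ratio over baseline after carbachol; higher B-score means a larger calcium signal and so more RGS4 inhibition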
# Target sequence (P49798 whole entry, looked up): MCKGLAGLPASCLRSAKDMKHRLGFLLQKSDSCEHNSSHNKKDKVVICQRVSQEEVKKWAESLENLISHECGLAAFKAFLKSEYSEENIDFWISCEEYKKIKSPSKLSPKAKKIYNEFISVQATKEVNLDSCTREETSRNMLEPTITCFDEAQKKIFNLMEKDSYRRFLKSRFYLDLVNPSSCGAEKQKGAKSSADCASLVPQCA
# TRPC6 activator: activates the mouse TRPC6 cation channel; HEK293-TRPC6 membrane potential dye fluorescence; stronger effect = higher value; B-score at 10 µM; 0.13% of 310,000 active; AID 2550;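 active = B-score of the integrated fluorescence ratio above library mean plus 3 SD, and starting fluorescence ratio within library mean plus 5 SD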;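 note: higher score means more depolarization so channel activation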
# TMEM16A act: activators or potentiators of mouse TMEM16A chloride channel; Q8BHY3; HEK293 TMEM16A/YFP-H148Q/I152L, iodide quench fluorescence; stronger effect = lower value; B-score at 10 µM; 0.3% of 340,000 active; AID 623877;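 active = fluorescence-ratio B-score plate-corrected deviation score at least 3 library SD below zero, with starting fluorescence score within 5 deviations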;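 note: channel opened by trigger with iodide after compound preincubation; score built on the fluorescence ratio of max minus min over baseline; more negative score means more quench and so TMEM16A activation or potentiation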
# * marks the source's active call; other numbers are inactive results; i = inactive; ? = inconclusive; . = no result given.
# Every second line gives: TMEM16A inh	RGS4 pot	SKKanGAS inh	MrgX1 agonist	MrgX1 allo act	MrgX1 antag	TRPC6 inhibitor	HDAC3 inhib	RGS4 block	TRPC6 activator	TMEM16A act
COC(=O)c1ccc(-c2ccc(/C=N/N3C(=O)C4C5C=CC(CC5)C4C3=O)o2)cc1 (stereo not drawn)
    i	i	3	i	i	i	i	1	i	i	i
COC(=O)c1c(NC(=O)/C=C/C(=O)O)sc(C)c1-c1ccc(C)cc1
    i	i	18	i	i	i	i	5	i	i	i
COc1ccc(CCN2CC(C(=O)NCc3cccc4[nH]ccc34)CCC2=O)cc1 (stereo not drawn)
    i	i	-1	i	i	i	i	3	i	i	i
COCCN(C(=O)CSc1nnc(-c2cccc(C)c2)n1C)c1c(N)n(Cc2ccccc2)c(=O)[nH]c1=O
    i	i	.	i	i	i	i	14	i	i	i
Clc1ccc(OCc2cc(-c3ccccc3)no2)cc1Cl
    i	i	2	i	i	i	i	-1	i	i	i
CN1CCN(c2ccncc2S(=O)(=O)N2CCCCC2)CC1
    i	i	2	i	i	i	i	-4	i	i	i
CC1(C)N=C(c2ccccc2)C(=O)N1
    i	i	1	i	i	i	i	-1	i	i	i
Cn1c(=O)c2c(nc(NCCO)n2CCc2ccccc2)n(C)c1=O
    i	i	-14	i	i	i	i	-3	i	i	i
O=C(NCCCN1CCOCC1)c1cc(-c2ccc(F)cc2)no1
    i	i	-2	i	i	i	i	5	i	i	i
O=C(NC1CCN(Cc2ccc(Cl)cc2Cl)CC1)c1ccccc1
    i	i	2	i	i	i	i	-5	i	i	.
CCC1=NN(C(=O)c2ccc(Cl)cc2)C(O)(c2ccccc2)C1 (stereo not drawn)
    i	i	15	40*	i	i	i	-3	i	i	i
Cc1ccc(OCC(=O)NCCNC(=O)c2ccccn2)cc1
    i	i	1	i	i	i	i	-7	i	i	i
COc1ccc(-c2nnc(OCc3ccccc3)c3ccccc23)cc1
    i	i	23	i	i	i	i	-5	i	i	i
COC(=O)c1cc(CN2C(=O)c3ccccc3C2=O)c(O)c([N+](=O)[O-])c1
    i	i	9	i	i	i	i	3	i	i	i
Cc1sc(N)c(C#N)c1C
    i	i	4	i	i	i	i	3	i	i	i
CCC(CC)C(=O)OCC(=O)Nc1cccc([N+](=O)[O-])c1
    i	i	-16	i	i	i	i	6	i	i	i
COc1ccc(OC)c(-n2c(C)cc(C=O)c2C)c1
    i	i	4	i	i	i	i	-6	i	i	i
CC(C)Cc1cc(C(=O)Nc2cc(Cl)ccc2Cl)no1
    i	i	-5	i	i	i	i	0	i	i	i
CCS(=O)(=O)N1CCc2cc(OC)c(OC)cc2C1
    i	i	-3	i	i	i	i	2	i	i	i
O=C(NCc1ccc(F)cc1)C(Cc1ccccc1)n1cccc1 (stereo not drawn)
    i	i	8	i	i	i	i	3	i	i	i
c1ccc(CN2CCN(c3nc4ccccc4n4cnnc34)CC2)cc1
    i	i	-4	i	i	i	i	-2	i	i	i
O=C(CN1CCOc2ccccc21)NC1CCN(Cc2ccccc2)CC1
    i	i	-7	i	i	i	i	2	i	i	i
CCOC(=O)C1CCCN(c2c(NCCCN(C)Cc3ccccc3)c(=O)c2=O)C1 (stereo not drawn)
    i	i	-1	i	i	i	i	-2	i	i	i
CCOC(=O)N1CCN(C(=O)CN(Cc2ccc(Cl)cc2)S(C)(=O)=O)CC1
    i	i	0	i	i	-6.2*	i	3	i	i	i
CCOc1ccc2c(c1)sc1nc(C(=O)OC)cc(=O)n12
    i	i	4	i	i	i	i	-5	i	i	i
O=C(O)/C(=C\c1cccs1)c1ccccc1
    i	i	1	i	i	i	i	-1	i	i	i
COCCCNC(=O)NC(=O)c1ccccc1
    i	i	-4	i	i	i	i	-3	i	i	i
COc1cccc(CC(NC(C)=O)C(=O)NC2CCN(c3c4c(nc5ncnn35)CCC4)CC2)c1OC (stereo not drawn)
    i	i	-11	i	i	i	i	7	i	i	.
COC(=O)CCc1nc2ccccc2[nH]c1=O
    i	i	1	i	i	i	i	-14	i	i	i
Cc1ccc2c(cnn2C(=O)CCCC(=O)NCc2cccc(F)c2)c1
    i	i	-17	i	i	i	i	1	i	i	i
CC/C(=N\NC(=O)C1CCCC1)c1ccc(Br)cc1
    i	i	7	i	i	i	i	3	i	i	i
COc1cccc(OC)c1OCCNC(C)(C)C
    i	i	7	i	i	i	i	-3	i	i	i
CCOC(=O)NCCc1c(C)nc2c(c(C)nn2C(C)(C)C)c1C
    i	i	-2	i	i	i	i	5	i	i	i
Cc1ccc(C)c(S(=O)(=O)N2CCCOC2CNC(=O)C(=O)NCCc2ccccc2)c1 (stereo not drawn)
    i	i	5	i	i	i	i	3	i	i	i
O=C(Nc1cccc2c1CCCC2)c1cc([N+](=O)[O-])cc([N+](=O)[O-])c1
    i	i	3	i	i	i	i	?	i	i	i
NS(=O)(=O)c1ccc(CCNC(=O)CCc2nc3ccccc3s2)cc1
    i	i	4	i	i	i	i	3	i	i	i
COc1cc(OC)cc(C(=O)Nc2ccc([N+](=O)[O-])cn2)c1
    i	i	3	i	i	i	i	0	i	i	i
O=C(NCc1ccccn1)c1cc2ccccc2oc1=O
    i	i	5	i	i	i	i	-7	i	i	.
Cc1ccc(C2OCC3(CO2)COC(c2ccc(C)cc2)OC3)cc1 (stereo not drawn)
    i	i	0	i	i	i	i	-12	i	i	i
Cc1cc(C)c(NC(=S)NC(=O)c2ccc(-c3ccccc3)cc2)c(C)c1
    i	i	10	i	i	i	i	-1	i	i	i
CCOC(=O)/C(C(C)=O)=C1/OC(=O)c2ccccc21
    i	i	0	i	i	i	i	-3	i	i	i
O=C(NNC1=Nc2cccc3cccc1c23)c1ccc(Br)cc1
    i	i	114*	i	i	i	i	6	i	i	i
Cc1ccc(/C=C2\SC(=S)N(NS(=O)(=O)c3ccc(C)cc3)C2=O)cc1
    i	-8.2*	10	i	i	i	i	6	i	i	i
CCCCC[C@H](O)/C=C/[C@H]1[C@H](O)CC(=O)[C@@H]1CCCCCCC(=O)O
    i	i	5	30*	i	i	i	-1	6.4*	i	.
COc1ccc(CCNS(=O)(=O)c2cc3c4c(c2)C(C)C(=O)N4CCC3)cc1OC (stereo not drawn)
    i	i	-2	i	i	i	i	-3	i	i	i
Cc1oc(/N=C/c2cccc3ccccc23)c(C#N)c1C
    i	i	0	i	i	i	i	0	i	i	i
CS(=O)(=O)N(CC(=O)NCCSCc1ccccc1)c1ccc2c(c1)OCO2
    i	i	4	i	i	i	i	-3	i	i	i
Cc1cc(NC(=O)c2cc(Cl)ccc2Cl)no1
    i	i	-8	i	i	i	i	7	i	i	i
O=C(O)C1CSC2(c3ccc4c(c3)OCCO4)CCC(=O)N12 (stereo not drawn)
    i	i	3	i	i	i	i	-1	i	i	i
COc1cc(NC(=O)c2ccccc2F)ccc1NC(=O)c1ccccc1Cl
    i	i	0	i	i	i	i	1	i	i	i
COc1cc(SC)ccc1C(=O)Nc1ccc2ncccc2c1
    i	i	31	i	i	i	i	-2	i	i	i
COC(=O)C(CC(=O)c1ccc(C)cc1)n1cccn1 (stereo not drawn)
    i	i	-14	i	i	i	i	8	i	i	i
COc1cc2nc(N3CCN(C(=O)OCc4ccccc4)[C@H](C(=O)NC(C)(C)C)C3)nc(N)c2cc1OC
    i	.	.	i	i	i	.	-27	.	.	i
O=C(NNC(=O)C1CCN(Cc2cccc(F)c2)CC1)c1cccs1
    i	i	-3	i	i	i	i	-1	i	i	i
COc1ccc(NC(=O)c2cc(C)n(Cc3cccs3)c2C)cc1
    i	i	-9	i	i	i	i	4	i	i	i
O=[N+]([O-])c1cc([N+](=O)[O-])c(Oc2ccc(Br)cc2Br)cc1NN1CCCCC1
    i	i	4	i	i	i	i	-14	i	i	i
O=C(CN1C2=NCCCN2c2ccccc21)c1cccs1
    i	i	-4	i	i	i	i	5	i	i	i
COc1cc2c(cc1NC(=O)c1cccnc1)CCCC2
    i	i	-7	i	i	i	i	3	i	i	i
N#Cc1ccc(Cn2c(-c3ccc(F)cc3)noc2=O)cc1
    i	i	-6	i	i	i	i	3	i	i	i
Cc1cc(NC(=O)c2ocnc2C)no1
    i	i	1	i	i	i	i	6	i	i	i

# Next section:
# Every second line gives: TMEM16A inh	RGS4 pot	SKKanGAS inh	MrgX1 agonist	MrgX1 allo act	MrgX1 antag	TRPC6 inhibitor	HDAC3 inhib	RGS4 block	TRPC6 activator	TMEM16A act
Cc1cc(C(C)(C)C)cc(C)c1S(=O)(=O)N1CCN(C(=O)c2cc([N+](=O)[O-])c[nH]c2=O)CC1
    i	i	21	i	i	i	i	7	i	i	i
CCOC(=O)c1ccc2c(c1)N(CC#N)C(=O)C(C)(C)O2
    25*	i	-7	50*	i	i	i	0	i	i	i
N#CCCN(Cc1ccccc1)C(=S)NC(=O)c1ccccc1
    i	i	-3	i	i	i	i	7	i	i	i
COc1cc(/C=C/CO)cc(OC)c1OC/C=C(\C)CCC=C(C)C
    i	i	0	i	i	i	i	17	i	i	i
COc1cccc(C(=O)N2CCOCC2)c1
    i	i	-1	i	i	i	i	3	i	i	i
CC1=NN(C(=O)CSCc2ccccc2)C(O)(c2ccc(Cl)cc2)C1 (stereo not drawn)
    i	i	3	i	i	i	i	4	i	i	i
COc1ccc(OC)c(-c2csc(N(CC3CCCO3)C(=O)Cc3ccccc3)n2)c1 (stereo not drawn)
    i	i	.	i	i	i	i	-7	i	i	i
Cc1ccc(/C=N/N2CCN(C3c4ccccc4-c4ccccc43)CC2)s1
    i	i	2	i	i	i	i	-8	i	i	i
COc1ccc([C@H]2CC(=O)c3c(O)cc(O)cc3O2)cc1O
    i	i	1	i	i	i	i	-2	i	i	i
O=C(CSc1n[nH]c(-c2ccccc2O)n1)NC1CCCCC1
    100*	i	-11	i	i	i	i	-3	i	i	i
CC1=NOC(=O)/C1=C/c1ccc(O)c(Cl)c1
    i	i	0	37*	i	i	i	16	8.2*	i	i
O=C(CCC(=O)N1CCOc2ccccc21)NCCc1ccccc1
    i	i	-6	i	i	i	i	-4	i	i	i
CC(C)OC(=O)c1cccnc1SCc1cc(=O)n2ccccc2n1
    i	i	-17	i	i	i	-6*	-11	i	i	i

# Assay outcomes: PubChem BioAssay, several laboratories
